# Screening data as filed in PubChem.
# STK33 inh: inhibitors of purified STK33 kinase, primary screen, biochemical, ADP-Glo luminescence, homogeneous, cell-free | Serine/threonine-protein kinase 33 (Homo sapiens), Q9BYT3 | MBP phosphorylation | inhibition, % at 10 µM | 320,000 tested, 0.073% active;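 active means inhibition at or above 25%, using the most active replicate where run in duplicate; inactive means inhibition below 25%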
# Target sequence (Q9BYT3 whole entry, looked up): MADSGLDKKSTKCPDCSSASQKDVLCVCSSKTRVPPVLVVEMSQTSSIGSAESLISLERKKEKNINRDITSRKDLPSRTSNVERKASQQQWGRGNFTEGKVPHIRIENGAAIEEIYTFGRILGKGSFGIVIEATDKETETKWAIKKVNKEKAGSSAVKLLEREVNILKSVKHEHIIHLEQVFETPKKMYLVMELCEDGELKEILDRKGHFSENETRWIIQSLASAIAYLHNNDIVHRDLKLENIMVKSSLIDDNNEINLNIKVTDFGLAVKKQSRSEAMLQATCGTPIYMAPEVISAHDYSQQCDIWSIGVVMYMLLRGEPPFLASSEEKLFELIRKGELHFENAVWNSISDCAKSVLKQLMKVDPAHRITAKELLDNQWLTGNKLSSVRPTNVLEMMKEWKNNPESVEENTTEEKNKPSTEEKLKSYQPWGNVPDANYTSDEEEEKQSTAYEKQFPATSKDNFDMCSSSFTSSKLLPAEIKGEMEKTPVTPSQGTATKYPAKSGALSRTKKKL
# CHT allo act: CHT positive allosteric modulators, primary screen, cell-based, membrane potential dye, choline EC20; 310,000 tested, 0.49% active; AID 488977, 2010; B-score at 10 µM; CHT-expressing cells; active compounds read high; LV-AA mutant CHT in HEK293 cells;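 active means initial fluorescence not abnormally high and integrated response B-score, plate-corrected, over 3 SD above library mean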
# Target sequence (Q9GZV3 whole entry, looked up): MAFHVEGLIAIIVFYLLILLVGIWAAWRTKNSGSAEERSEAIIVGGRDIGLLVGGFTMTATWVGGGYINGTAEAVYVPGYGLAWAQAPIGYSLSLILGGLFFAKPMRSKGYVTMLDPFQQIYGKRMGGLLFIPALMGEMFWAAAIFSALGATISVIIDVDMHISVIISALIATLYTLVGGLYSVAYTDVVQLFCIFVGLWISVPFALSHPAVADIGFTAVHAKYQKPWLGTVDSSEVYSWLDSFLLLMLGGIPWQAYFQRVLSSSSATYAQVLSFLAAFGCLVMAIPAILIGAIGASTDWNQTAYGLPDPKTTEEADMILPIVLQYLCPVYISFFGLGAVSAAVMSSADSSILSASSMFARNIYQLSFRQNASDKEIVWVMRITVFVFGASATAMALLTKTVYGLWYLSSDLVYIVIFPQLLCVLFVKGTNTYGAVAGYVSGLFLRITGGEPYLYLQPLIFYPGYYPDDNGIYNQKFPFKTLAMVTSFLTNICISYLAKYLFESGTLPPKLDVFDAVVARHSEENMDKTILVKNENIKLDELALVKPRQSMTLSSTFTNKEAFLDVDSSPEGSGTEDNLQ
# CHT block: inhibitors of human choline transporter CHT; High affinity choline transporter 1 (Homo sapiens), Q9GZV3; B-score at 10 µM; CHT-expressing cells, membrane potential dye, choline response; active compounds read low; 310,000 tested, 0.86% active;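 active means B-score over 3 SD under the library average, and starting fluorescence ratio not unusually high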;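 further: choline stimulus applied at its EC90 after an EC20 pre-addition; B-score computed on integrated fluorescence ratio after choline addition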
# The depositor's hits bear a star; i = inactive.
# Results follow in this order: STK33 inh | CHT allo act | CHT block
- Cc1cnc(NC(=O)CSc2nnc(-c3cccs3)n2C)s1
    -0.2 | i | i
- COc1cc(C(=S)N2CCN(c3ccccc3Cl)CC2)cc(O)c1O
    0.0 | i | i
- Cc1ccc2c(c1C)OC(=O)CC2c1ccccc1 (stereo not drawn)
    0.6 | i | i
- Cc1cc(C)n2nc(C(=O)Nc3cccnc3)nc2n1
    -1.9 | 8.69* | i
- CCOc1ccc(S(=O)(=O)N/N=C(\C)c2ccc(Cl)c(Cl)c2Cl)cc1
    -1.4 | i | i
- CC(C)N1CCN(Cc2cccn2-c2cccnc2)CC1CCO (stereo not drawn)
    -0.6 | i | i
- CC(=O)Nc1ccc(S(=O)(=O)NNC(=O)c2cc3c4ccccc4n(C)c3s2)cc1
    -1.3 | i | i
- CCCCc1nnc(NC(=O)C2=COCCO2)s1
    -1.5 | i | i
- CCOC(=O)c1ccc(NC(=S)Nc2ccc(Br)cc2N)cc1
    -1.3 | i | i
- COc1ccc(C/C(C)=N/NS(=O)(=O)c2ccc(Br)cc2)cc1
    -1.6 | i | i
- Cc1ccc(C(=O)N2CCN(c3ccccc3)CC2)cc1C
    -1.0 | i | i
- CCOCc1nnc(NC(=O)c2cc(OC)c(OC)cc2[N+](=O)[O-])s1
    -1.6 | i | i
- COc1ccc(C)cc1NC(=O)NC1CCCc2ccccc21 (stereo not drawn)
    1.6 | i | i
- COC(=O)c1cc(OC)c(OC)cc1NC(=O)c1csc(C)c1
    -0.3 | i | i
- COc1ccc(-c2cnnc(N/N=C/c3ccc(C)o3)n2)cc1
    1.2 | i | i
- CCOc1ccc(CCNC(=O)CSc2n[nH]c(N)n2)cc1OCC
    -0.5 | i | i
- CCOC(=O)N1CCC(N2CCN(S(=O)(=O)c3ccc(C)cc3)CC2)CC1
    -0.7 | i | i
- O=C(N/N=C/c1ccc(O)cc1)c1cc(C2CC2)[nH]n1
    11.0 | i | i
- Cc1nn(CC(=O)Nc2c(F)c(F)cc(F)c2F)c(=O)c2cccn12
    -1.5 | i | i
- Cc1cccc(CN2CCCC(C(=O)N3CCc4ccccc4C3)C2)c1 (stereo not drawn)
    -0.6 | i | i

# (cont.)
# Results follow in this order: STK33 inh | CHT allo act | CHT block
- Cc1cc(C)c(C#N)c(=N)o1
    -0.6 | i | i
- Cc1ccc(C)c(S(=O)(=O)N2CCN(C(C(=O)Nc3ccc(F)cc3)c3ccccc3)CC2)c1 (stereo not drawn)
    -0.3 | i | i
- CCNC(=O)C1CCCc2c1[nH]c1ccc(Cl)cc21 (stereo not drawn)
    0.5 | i | i
- O=C(c1ccc2[nH]c(=O)c(=O)[nH]c2c1)N1CCN(Cc2ccccc2)CC1
    -0.8 | i | i
- Cc1ccc2nc(Cl)c3nnnn3c2c1
    -0.8 | i | i
- COc1ccc(NC2=C(C(C)=O)C(c3ccc(OC)c(OC)c3)C(C(C)=O)C(C)(O)C2)cc1 (stereo not drawn)
    -0.9 | i | i
- O=c1[nH]c(SCc2cccc(Cl)c2)nc2c1CCCC2
    0.0 | i | i
- O=c1[nH]c(C2CCCN(S(=O)(=O)c3ccccc3F)C2)nc2c1nnn2Cc1ccccc1Cl (stereo not drawn)
    -1.3 | i | i
- COc1ccc(Nc2nc3ccccc3nc2NS(=O)(=O)c2ccc(NC(C)=O)cc2)cc1
    0.5 | i | i
- COc1ccc(C(=O)NCC(=O)N=Nc2c(O)n(Cc3ccccc3)c3ccccc23)cc1OC
    0.1 | i | i
- Cc1ccc(O)c(N=NC2=C(O)CC(C)(C)CC2=O)c1
    -2.2 | i | i
- CN(C)c1ccc(N=Nc2nc3ccccc3n2C)cc1
    -0.9 | i | i
- CC(C)C(=O)Nc1cccc(-c2cn3ccccc3n2)c1
    -0.8 | i | i
- CN1C(=S)SC(C)(C)C1/[N+]([O-])=C/c1cccnc1 (stereo not drawn)
    -0.1 | i | i
- Cc1sc(NC(=O)C2C3CCC(O3)C2C(=O)O)nc1-c1ccc(CC(C)C)cc1 (stereo not drawn)
    -1.7 | i | i
- CCOC(=O)N1CCN(C(=O)Cc2cccs2)CC1
    -1.7 | i | i
- Cc1c(C(=O)N(C)C(C)c2ccccn2)oc2c(F)cccc12 (stereo not drawn)
    0.0 | i | i
- CC(Oc1ccc(Cl)cc1)c1ccc(C#N)c(=O)[nH]1 (stereo not drawn)
    -0.2 | i | i
- Cc1cc(-c2ccc(C(C)C)c(S(=O)(=O)N3CC(=O)Nc4ccccc43)c2)on1
    -3.0 | i | i
- CCCc1cc(=O)[nH]c(SCC(=O)N2CCCc3ccccc32)n1
    1.2 | i | i

# Following part.
# Results follow in this order: STK33 inh | CHT allo act | CHT block
- CCCC1(C(=O)OCC)NC(c2ccc(O)cc2)C2C(=O)N(c3cccc(C(C)=O)c3)C(=O)C21 (stereo not drawn)
    1.2 | i | i
- COc1cccc(NC(=O)Nc2nnc(N3CCCCC3C)s2)c1 (stereo not drawn)
    -0.3 | i | i
- CCCCCc1nnc(NC(=O)C2=COCCO2)s1
    -1.8 | i | i
- CCOc1cc(C(=O)NN=C2CCCC2)cc(OCC)c1OCC
    0.1 | i | i
- CN1C(=O)S/C(=C/c2ccc(OCc3cccc(C(=O)O)c3)cc2)C1=O
    -1.5 | i | i
- O=c1c2c(nc3n1CCCCC3)-c1ccccc1CC21CCCC1
    -2.4 | i | i
- CC(C)(C)c1ccc(C(=O)/C=C2\NC(=O)CS2)cc1
    -3.6 | i | i
- S=C(NC1CCCC1)N1CCN(c2ccccn2)CC1
    -0.8 | i | i
- Nn1c(SCC(=O)NCCCc2ccccc2)nnc1-c1cccnc1
    0.2 | i | i
- COc1ccccc1CN1CC(C(=O)N(C)CCCn2nc(C)cc2C)CCC1=O (stereo not drawn)
    0.5 | i | i
- COC(=O)c1cc(OC)c(OC)cc1NC(=O)c1cccc(OC)c1OC
    -0.1 | i | i
- CC1CCc2c(nc3nc[nH]n3c2=O)C1 (stereo not drawn)
    1.3 | i | i
- CC(=O)C1=C(C)OC(N)=C(C#N)C1c1ccco1 (stereo not drawn)
    -1.2 | i | i
- CCOC(=O)N1CCC(=NNc2ccc(S(N)(=O)=O)cc2[N+](=O)[O-])CC1
    -0.3 | i | i
- O=C(CC1C(=O)NC2CCCCC2N1C(=O)c1ccc([N+](=O)[O-])cc1)Nc1ccccc1 (stereo not drawn)
    5.1 | i | i
- Cc1c(OCc2ccccc2)c(=O)ccn1Cc1ccc(F)cc1
    0.3 | i | i
- CC(=O)Nc1ccccc1-c1nnc(SCc2ccccc2Cl)[nH]c1=O
    -0.6 | i | i
- COc1cc(CNCCCN2CCOCC2)cc(Cl)c1OCC(=O)NC(C)(C)C
    0.1 | i | i
- O=C(c1ccc(Br)cc1)c1cc([N+](=O)[O-])ccc1N1CCOCC1
    -0.4 | i | i
- CN(C(=O)CN1C(=O)NC2(CCc3ccccc32)C1=O)C1CCS(=O)(=O)C1 (stereo not drawn)
    -1.2 | i | i

# Molecules from the list above that contain fluorine (5):
# Results follow in this order: STK33 inh | CHT allo act | CHT block
- Cc1nn(CC(=O)Nc2c(F)c(F)cc(F)c2F)c(=O)c2cccn12
    -1.5 | i | i
- Cc1ccc(C)c(S(=O)(=O)N2CCN(C(C(=O)Nc3ccc(F)cc3)c3ccccc3)CC2)c1 (stereo not drawn)
    -0.3 | i | i
- O=c1[nH]c(C2CCCN(S(=O)(=O)c3ccccc3F)C2)nc2c1nnn2Cc1ccccc1Cl (stereo not drawn)
    -1.3 | i | i
- Cc1c(C(=O)N(C)C(C)c2ccccn2)oc2c(F)cccc12 (stereo not drawn)
    0.0 | i | i
- Cc1c(OCc2ccccc2)c(=O)ccn1Cc1ccc(F)cc1
    0.3 | i | i

# 3 of these compounds in another layout.
canonical_smiles	STK33 inh	CHT allo act	CHT block
S=C(NC1CCCC1)N1CCN(c2ccccn2)CC1	-0.8	i	i
Nn1c(SCC(=O)NCCCc2ccccc2)nnc1-c1cccnc1	0.2	i	i
COc1ccccc1CN1CC(C(=O)N(C)CCCn2nc(C)cc2C)CCC1=O (stereo not drawn)	0.5	i	i

# (continued)
# Results follow in this order: STK33 inh | CHT allo act | CHT block
- COc1ccc(C(C)NC(=S)NC2CCCC2)cc1OC (stereo not drawn)
    -2.3 | i | i
- CC(=O)N[C@@H]1c2c(ccc3ccccc23)OC[C@@H]1COC(C)=O
    -1.1 | i | i
- O=S(=O)(Nc1ccc(N2CCOCC2)cc1)c1cccs1
    -2.3 | i | i
- COc1ccc(Oc2c(O)c3ccccc3n(C)c2=O)cc1
    -3.7 | i | i
- CCN(CC(=O)Nc1c(F)cccc1F)C(=O)c1ccc(N2CCOCC2)c([N+](=O)[O-])c1
    0.3 | i | i
- CC1(C)OC(=CC=Nc2ccc(Cl)cc2)OC1(C)C
    -0.3 | i | i
- CCN1N=C(c2ccccc2)Cn2c1nc1ccccc12
    -3.6 | i | i
- O=C(NCCC1=CCCCC1)c1ccc(Cl)cc1
    -1.1 | i | i
- O=C(COc1ccc(Cl)cc1Br)NC(=O)NCc1ccccc1
    -0.7 | i | i
- N#CC(c1ccc(Cl)cc1)c1ncc(C(F)(F)F)cc1Cl (stereo not drawn)
    -0.7 | i | i
- CCO[C@H]1OC(C(=O)O)=C[C@@H](c2csc3ccccc23)[C@@H]1CCCO
    0.2 | i | i
- C=CCC1(/C=N/O)CCOC(C)(C)C1 (stereo not drawn)
    -0.3 | i | i
- COc1ccc(-c2csc(NC(=O)CN3C(=O)CCC3=O)n2)cc1
    -2.6 | i | i
- COc1cc(C(C(=O)NC2CCCC2)N(C(=O)c2snc(C(N)=O)c2N)c2ccccc2)cc(OC)c1OC (stereo not drawn)
    0.6 | i | i
- Cn1cc(CNC(=O)CC2C(=O)NCCN2CC(C)(C)C)cn1 (stereo not drawn)
    0.4 | i | i
- CS(=O)(=O)N(CC(=O)Nc1ccc2c(c1)OCCO2)c1ccc2c(c1)OCO2
    1.0 | i | i
- CCCCOc1ncnc2c1[nH]c1ccc(OC)cc12
    0.3 | i | i
- COc1cc(C(C(=O)NC2CCCC2)N(C(=O)Cc2cccs2)C2CC2)cc(OC)c1OC (stereo not drawn)
    1.2 | i | i
- CCn1nc(C)cc1C(=O)N1CCCC(C(=O)c2cccc(OC)c2)C1 (stereo not drawn)
    -2.7 | i | i
- C=CCc1c(C)nc(SCc2ccccc2)[nH]c1=O
    -0.9 | i | i

# Following part
# Results follow in this order: STK33 inh | CHT allo act | CHT block
- CC(C)c1ccc(S(=O)(=O)N2CCN(C(C)C(=O)Nc3ccccc3-c3ccccc3)CC2)cc1 (stereo not drawn)
    -0.7 | i | i
- Cc1c(C(=O)NCc2ccccc2)c(-c2ccccc2)nn1-c1ccccc1
    -1.4 | i | i
- O=C(Cn1c(=O)[nH]c2ccsc2c1=O)NC1CCCCC1
    -0.9 | i | i
- COc1ccc(CN=C2NC(=O)CC(C(=O)Nc3ccc(F)cc3)S2)cc1 (stereo not drawn)
    -0.7 | i | i
- Cc1cc(C(F)(F)F)n2ncc(-c3cccc(Br)c3)c2n1
    -1.7 | i | i
- Cc1ccc2nc(C)c(C(=O)NN=C3CCCCCC3)n2c1
    0.8 | i | i
- CN(CC(=O)Nc1ccc(F)cc1)C(=O)c1cc2c(s1)CCCCC2
    0.4 | i | i
- O=C(CSc1cccc[n+]1[O-])N1CCc2ccccc21
    0.6 | i | i
- COc1cc(/C=N\NC(=O)c2ccc(=O)[nH]n2)cc(OC)c1OC
    -1.1 | i | i
- CN1C(=O)CC(N2CCN(c3ccc(Cl)cc3)CC2)C1=O (stereo not drawn)
    -1.8 | i | i
- CCCN1CCN(C(=O)c2cccc3c2C(=O)N(CCOC)C3)CC1
    -1.1 | i | i
- COc1cc(CCCN2C(=S)NC[C@H]2Cc2ccc(O)cc2)cc(OC)c1OC
    0.1 | i | i
- Cc1ccc(NC(=O)Cn2c(=O)n(CCCCC(=O)NCc3ccco3)c(=O)c3ccccc32)cc1
    0.8 | i | i
- Cc1c(Br)c(=O)oc2c(Br)c(O)c(O)cc12
    4.2 | i | i
- N#Cc1ccccc1NCc1ccccc1
    1.1 | i | i
- CCCCc1c(C)nc(Nc2ccc(OC)cc2)[nH]c1=O
    -0.8 | i | i
- COc1ccc(-c2nc(N3CCC(C)CC3)[nH]c(=O)c2C#N)cc1
    -0.8 | i | i
- CCOC(=O)c1cnc(-n2nc(C)cc2C)nc1Oc1ccc(C(=O)OC)cc1
    -0.5 | i | i
- COCCNC(=O)C(C)Oc1ccccc1 (stereo not drawn)
    0.9 | i | i
- O=C(NCCO)C1COc2ccccc2O1 (stereo not drawn)
    -1.2 | i | i

# Next part.
# Results follow in this order: STK33 inh | CHT allo act | CHT block
- O=C(CCCc1ccccc1)Nc1ccnn1C1CCN(Cc2ccccc2F)CC1
    -2.3 | i | i
- CC1(c2ccc(OC(F)F)cc2)NC(=O)N(CC(=O)Nc2ccc(Cl)cc2F)C1=O (stereo not drawn)
    -1.0 | i | i
- CC(C)CN1C(=O)c2ccc(C(=O)Nc3ccccc3C(=O)O)cc2C1=O
    -0.1 | i | i
- CCn1c2ccc(C)cc2c2nc3cc(C(=O)O)ccc3nc21
    56.6* | i | i
- COc1c2ccoc2nc2c(OC)cccc12
    0.4 | i | i
- CCOC(=O)C1=NNC(C(=O)c2ccccc2)C1c1ccc(C)cc1 (stereo not drawn)
    -1.3 | i | i
- Cc1cc(C)c2nc(NC(=O)C3CCCO3)sc2c1 (stereo not drawn)
    0.6 | i | i
- Cc1ccccc1Nc1nc(-c2ccccc2)c(C(=O)Nc2cccnc2)s1
    0.8 | i | i
- Cn1c(SCc2nc(-c3ccccc3)no2)nnc1-c1ccco1
    -0.7 | i | i
- CCn1cc(C(=O)N2CCCC2)c(=O)c2cc(S(=O)(=O)N3CCC(C)CC3)ccc21
    0.4 | i | i
- Cc1nn(C)cc1C(=O)NNC(=S)Nc1ccc(Cl)cc1
    -1.7 | i | i
